High-throughput results from PubChem BioAssay.
Mdm2-MdmX inh – disrupts the human Mdm2-MdmX interaction; inhibition, % at 8 µM; SaOS-2 split-luciferase Mdm2/MdmX complementation, luminescence; AID 485346; 3% of 330,000 active;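 active = inhibition of at least 50% at 8 µM in the primary screen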
NR3A LBD binder – modulates the human NR3A ligand-binding domain | NR3A LBD differential scanning fluorimetry, Tm shift; 0% = protein alone, 100% = glycine-bound protein | Tm shift relative to glycine control, % at 25 µM | 2.5% of 340,000 active | AID 1259313;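 active = melting temperature shift of at least 10% of the positive control shift, at one fixed dose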
XBP1 UPR activ – activators of adaptive arm of unfolded protein response (XBP1); 0.33% of 330,000 active; AID 463104; activation, % at 20 µM; CHO-XBP1 luciferase reporter, IRE1-XBP1 UPR activation, luminescence; percent of tunicamycin response, DMSO as zero;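 active = versus positive control, 20 µM dose yields 30% or more activation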;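 note: 100% = tunicamycin at 10 µg/mL and 0% = DMSO only wells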
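Material: IRE1-XBP1 luciferase reporter CHO line / Quantity: one thousand reporter cells per well / Buffer or medium: F12 with 10% serum / Compound: 20 µM single concentration, DMSO 1% / Times: 6 h treatment, 37 °C / Detection: Steady-Glo luciferase glow luminescence, 10 min after reagent addition / Benchmarks: tunicamycin high, DMSO low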
UPR CHOP act – activators of apoptotic arm of unfolded protein response (CHOP) | CHO-CHOP luciferase reporter, UPR activation, luminescence; percent of tunicamycin response over DMSO baseline | activation, % at 10 µM | 0.34% of 330,000 active;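 active = at 10 µM dose, activation of 40% or more, normalized to positive control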;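 note: 100% = tunicamycin at 10 µg/mL and 0% = DMSO alone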
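System: CHO-CHOP luciferase reporter cell line; amount: 500 cells/well; buffer or medium: F12 medium containing 10% fetal bovine serum; incubation: 6 h compound exposure at 37 °C after overnight seeding; measured by: luciferase luminescence after 10 min with Steady-Glo reagent; evaluation: % reporter activation, DMSO baseline versus tunicamycin full activation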
APJ agonist – agonists of human APJ apelin receptor. P35414. CHO-K1 APJ PathHunter beta-arrestin, luminescence; 0% DMSO wells, 100% apelin. activation, % at 20 µM. 0.11% of 330,000 active. AID 2520;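 active = activation more than six SD over the plate average, tested at 20 µM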;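 note: 0% = DMSO alone and 100% = apelin-13 at 10 nM; some results filed as inactive read as strong as hits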
Target sequence (P35414 whole entry, looked up): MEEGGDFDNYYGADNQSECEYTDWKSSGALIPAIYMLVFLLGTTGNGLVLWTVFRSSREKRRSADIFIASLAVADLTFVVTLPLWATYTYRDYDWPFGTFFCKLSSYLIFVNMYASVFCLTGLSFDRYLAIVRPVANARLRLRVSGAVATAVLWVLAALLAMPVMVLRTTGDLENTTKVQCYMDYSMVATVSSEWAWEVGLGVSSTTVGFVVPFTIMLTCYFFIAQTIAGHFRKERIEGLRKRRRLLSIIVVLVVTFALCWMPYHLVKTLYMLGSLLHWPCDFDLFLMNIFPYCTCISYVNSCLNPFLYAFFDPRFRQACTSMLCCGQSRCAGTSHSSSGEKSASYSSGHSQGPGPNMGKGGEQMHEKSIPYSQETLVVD
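Test system: CHO-K1 APJ beta-arrestin complementation cell line. Amount: cell density 1000 per well. Controls: DMSO negative, 10 nM Apelin-13 positive. Signal: luminescent beta-gal fragment complementation, chemiluminescent substrate. Read-out basis: agonist-driven arrestin binding to APJ. Timing: compound stimulation 90 min at 25 °C, detection 60 min.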
TIM10 inh – TIM10 yeast growth inhibition | S. cerevisiae TIM10 strain growth, BacTiter-Glo luminescence, 24 h | AID 463195 | inhibition, % at 10 µM | 1.4% of 330,000 active;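 active = inhibition of 40% or more at the single tested concentration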;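 note: wild-type TIM10 isogenic control strain grown at permissive 25 °C; 0% = DMSO yeast wells and 100% = minimal medium wells without yeast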
NALP3 yeast inh – inhibitors of NALP3 inflammasome in yeast; AID 2825; 0.39% of 330,000 active; Yeast reconstituted NLRP3/ASC/caspase-1, beta-gal luminescence, 24 h; inhibition, % at 10 µM;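 active = inhibition of 50% or more; inactive = inhibition below 50%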;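 note: plate controls were induced DMSO wells for no effect and uninduced yeast grown without galactose for full effect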
tim23-1 inh – inhibits growth of tim23-1 mutant yeast | S. cerevisiae tim23-1 growth, BacTiter-Glo luminescence, 24 h | inhibition, % at 20 µM | 1.3% of 330,000 active;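 active = growth inhibition of the mutant yeast at or above 50%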;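 note: temperature-sensitive mutant grown at 25 °C; plate controls were DMSO-treated mutant yeast for no effect and medium wells lacking yeast for full effect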
tim10-1 inh – growth inhibitors of tim10-1 mutant yeast; 2.2% of 330,000 active; inhibition, % at 20 µM; S. cerevisiae tim10-1 ts strain growth, BacTiter-Glo, 24 h;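 active = inhibition of at least 40%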;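 note: mutant grown at 25 °C; 0% = DMSO wells with yeast and 100% = wells holding no yeast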
Starred values were filed as active, the others as inactive; / = no result given.

SMILES | Mdm2-MdmX inh | NR3A LBD binder | XBP1 UPR activ | UPR CHOP act | APJ agonist | TIM10 inh | NALP3 yeast inh | tim23-1 inh | tim10-1 inh
COc1ccc(NC(=O)CC2Oc3ccccc3NC2=O)c(OC)c1 (stereo not given) | 9.1 | 3.3 | -1.8 | 1.3 | -2.2 | 21.1 | -6.1 | 6.2 | -17.5
Cc1ccc(N2CC(C(=O)N3CCC(C(=O)Nc4cccc(Br)c4)CC3)CC2=O)cc1 (stereo not given) | -3.1 | -15.2 | 0.3 | 1.4 | 2.1 | 13.7 | 15.7 | 25.0 | 26.6
COc1cc(OC)cc(C(=O)N2CCN(c3ccc(N4CCOCC4)nn3)CC2)c1 | 0.8 | / | 1.1 | 0.8 | -5.1 | -15.7 | 11.8 | -31.3 | -23.3
CC1CCN(C(=O)CCNS(=O)(=O)c2ccccc2)CC1 | -7.3 | 0.9 | -0.4 | -2.2 | -3.5 | -3.0 | 5.9 | 3.1 | 11.0
O=C(NCCCn1ccnc1)/C(=C\c1ccco1)NC(=O)c1ccco1 | 2.9 | 1.6 | 2.0 | -0.7 | -0.2 | -5.3 | -8.0 | -7.4 | 11.2
CCOc1ccc(-n2c(Cc3cc(=O)[nH]c(=O)[nH]3)nnc2SCC(=O)NC2CCCC2)cc1 | -27.7 | -0.2 | -0.7 | -3.5 | 2.3 | 5.2 | 5.5 | 11.3 | 6.0
CC(=O)Nc1ccc(N(CC(=O)NC2CCCC2)C(=O)CCC(=O)Nc2cc(C)on2)cc1 | 22.0 | -1.3 | -4.4 | 0.4 | -0.8 | 11.2 | 8.6 | 2.2 | -21.0
COc1cc(CCC(=O)OCC(=O)Nc2ccc(C)cc2Br)cc(OC)c1OC | 2.2 | -0.7 | 0.3 | -0.3 | -3.5 | 0.7 | -2.8 | 31.2 | 27.3
CCC(=O)c1c[nH]c(C(=O)NCCc2ccccn2)c1 | 20.4 | 5.9 | 1.4 | 0.1 | -1.4 | -5.1 | 15.7 | -9.7 | -12.0
C=CCN1C=C2C(=O)C(C)(OC(=O)CC)C(=O)C=C2C=C1CCCC (stereo not given) | 21.6 | -0.9 | -1.4 | -0.5 | 19.9 | 9.6 | 13.7 | -0.1 | 0.4
CC(C(=O)Nc1ccccc1-c1ccccc1)N(C)Cc1nc2ccccc2c(=O)[nH]1 (stereo not given) | 26.4 | -1.0 | 0.4 | -0.8 | -1.8 | 11.4 | -13.5 | 16.0 | 18.9
CC(C)(C)c1ccc(NC(=O)CC2(C(F)(F)F)OCCO2)cc1 | -38.9 | -0.5 | 4.6 | 6.8 | -1.4 | 17.1 | 8.5 | 19.5 | 11.7
CN(CC(=O)Nc1cccc(F)c1)CC(=O)N(C)c1c(N)n(Cc2ccccc2)c(=O)[nH]c1=O | 3.6 | -0.8 | 1.8 | 0.7 | -4.3 | 2.0 | 11.3 | 2.3 | -14.0
COC(=O)Cn1cnc2c1c(=O)n(C)c(=O)n2C | -8.2 | -1.9 | 1.6 | -0.9 | -1.5 | 0.6 | 3.8 | -2.8 | -6.5
CCS(=O)(=O)Nc1ccc(-c2nnc(SCC(=O)c3cccc(OC)c3)o2)cc1 | 13.5 | 1.7 | -4.6 | -0.3 | -2.9 | -12.3 | 4.1 | -8.7 | -3.2
O=C(COc1ccc(S(=O)(=O)NCc2ccccc2)cc1Cl)NCc1ccccn1 | -17.5 | -0.4 | -4.5 | 0.8 | 2.1 | 5.4 | 9.3 | 3.4 | -11.2
Cc1cnc(Nc2nc3ccccc3o2)nc1C(=O)Nc1cccc(C(F)(F)F)c1 | 38.5 | -3.4 | 45.3* | 2.5 | -6.6 | 13.9 | -1.1 | 3.3 | 1.5
O=C(COc1ccccc1)NCC(=O)N/N=C/c1ccc(O)cc1O | 4.7 | -0.9 | -2.0 | -2.8 | -2.4 | 16.2 | 2.4 | 13.4 | 10.8
CC(=O)Nc1nnc(S(=O)(=O)N2CCN(c3ccc(Cl)cc3[N+](=O)[O-])CC2)s1 | 13.8 | -5.1 | -3.5 | 0.5 | -3.6 | 3.1 | 3.1 | 4.0 | 4.2
Cc1nn(C)c(C)c1S(=O)(=O)N1CCCC(C(=O)NCCc2ccc(Cl)cc2)C1 (stereo not given) | 12.3 | -1.3 | -2.0 | 2.3 | -3.9 | 4.9 | 3.6 | 1.1 | 9.9
Cc1nc(COc2cccc(Cl)c2)sc1C(=O)/C=C/N(C)C | 14.0 | 4.8 | 11.0 | 5.2 | -0.6 | 8.5 | 22.9 | 18.5 | 7.0
COc1ccc(C2c3ccc(O)cc3Oc3ncn4nc(-c5cccnc5)nc4c32)cc1OC (stereo not given) | 17.1 | -4.2 | 9.3 | -1.4 | -2.0 | 2.6 | -0.2 | 18.9 | 6.8
Cc1n[nH]c(=O)nc1NCC1CCCO1 (stereo not given) | -4.7 | 0.7 | -0.9 | 0.0 | 0.2 | 3.3 | -1.3 | 8.2 | 6.7
COCCn1c(SCc2nc3cc(OC)c(OC)cc3c(=O)[nH]2)nnc1-c1ccncc1 | 12.1 | -1.7 | -2.4 | 0.4 | -1.2 | 10.8 | 23.7 | -1.5 | -0.7
O=C(CSc1nccn1-c1ccccc1)NO | 3.0 | 0.3 | -3.1 | 0.7 | 0.4 | -1.9 | -19.6 | -2.3 | 14.8
Cc1cc(C)c(C)c(S(=O)(=O)N[C@@H](C)C(=O)OCC(=O)NC2CCCC(C)C2C)c1C (stereo not given in full) | 24.4 | -0.9 | -2.5 | -1.9 | 0.2 | 10.7 | 15.6 | 15.2 | 8.4
Cc1ccc(C(=O)C(C)OC(=O)c2ccccc2[N+](=O)[O-])cc1 (stereo not given) | -86.7 | 2.4 | 0.9 | 3.6 | -1.0 | -22.7 | 2.2 | 1.5 | -14.1
Brc1cccc(CNn2cnnc2)c1 | 5.6 | -0.2 | -1.2 | -0.1 | 1.6 | -11.2 | 0.8 | -11.1 | -18.3
CC1CCCC(C)N1C(=O)COC(=O)c1ccc2ccccc2n1 (stereo not given) | 22.4 | -2.2 | 8.5 | 2.1 | -1.5 | 7.7 | -5.4 | 18.7 | 9.9
Cc1ccc(S(=O)(=O)CCC(=O)OCC(=O)c2ccc(F)cc2)cc1 | -4.9 | 4.2 | -1.2 | -2.0 | -4.8 | 5.3 | 9.0 | 11.0 | 9.9
CN(CCC1CCCCO1)C(=O)CCc1nnc(C2CCCCC2)o1 (stereo not given) | -18.6 | -1.7 | 2.0 | 1.1 | -2.4 | 10.1 | 5.3 | 10.1 | -1.3
CC(=O)OCC(=O)c1ccc2ccn(C(C)=O)c2c1 | 4.8 | 1.9 | 1.1 | 2.0 | -0.9 | -17.3 | 21.8 | -4.5 | 18.9
Cc1ccc(N2C(=O)N(CC(=O)NCc3ccc(Cl)cc3)C(=O)C2C)cc1 (stereo not given) | 38.0 | -4.1 | -0.2 | 0.3 | -4.9 | 11.8 | 4.4 | -63.0 | -62.9
COc1ccc(C(=O)N2CCN(c3ccccc3OC)CC2)cc1 | 0.5 | -0.4 | -1.8 | 2.8 | -2.9 | 16.0 | 2.7 | 22.5 | 21.8
N#Cc1cnc(NCc2ccc(Cl)cc2Cl)nc1 | -25.5 | 0.0 | -6.0 | 2.2 | -2.8 | 20.5 | 25.6 | 7.2 | -13.1
Cc1nc2ccccc2c2c1C(=O)N(C)C2=O | -15.3 | -3.3 | -0.8 | -0.2 | -1.7 | -2.5 | 16.1 | 9.4 | 18.9
NC(=O)COC(=O)c1cc(Cl)cc(Cl)c1N | 0.1 | -1.0 | -0.4 | 0.1 | -2.5 | 11.8 | 2.5 | 10.0 | -5.1
CCc1cccc(CC)c1NC(=S)N1CCn2cccc2C1c1cccnc1 (stereo not given) | -4.2 | -0.3 | 2.2 | -0.4 | -3.2 | 12.3 | 3.4 | 13.4 | 11.8
COCn1c(C(O)c2ccccc2)cc2ccccc21 (stereo not given) | -4.0 | 2.5 | -3.1 | 0.9 | -2.0 | 0.2 | 22.6 | 8.4 | -3.3
CCn1c(SCC(=O)N2CCc3ccccc3C2)nc2c1c(=O)n(C)c(=O)n2C | -26.0 | 0.7 | -4.9 | 0.2 | -1.4 | 3.3 | -18.7 | 10.5 | 7.7

In the list so far, 2 contain a CF3 group.
SMILES | Mdm2-MdmX inh | NR3A LBD binder | XBP1 UPR activ | UPR CHOP act | APJ agonist | TIM10 inh | NALP3 yeast inh | tim23-1 inh | tim10-1 inh
CC(C)(C)c1ccc(NC(=O)CC2(C(F)(F)F)OCCO2)cc1 | -38.9 | -0.5 | 4.6 | 6.8 | -1.4 | 17.1 | 8.5 | 19.5 | 11.7
Cc1cnc(Nc2nc3ccccc3o2)nc1C(=O)Nc1cccc(C(F)(F)F)c1 | 38.5 | -3.4 | 45.3* | 2.5 | -6.6 | 13.9 | -1.1 | 3.3 | 1.5

Shown as a hit in XBP1 UPR activ, of those listed so far:
SMILES,Mdm2-MdmX inh,NR3A LBD binder,XBP1 UPR activ,APJ agonist,NALP3 yeast inh
Cc1cnc(Nc2nc3ccccc3o2)nc1C(=O)Nc1cccc(C(F)(F)F)c1,38.5,-3.4,45.3*,-6.6,-1.1

The results go on.
SMILES | Mdm2-MdmX inh | NR3A LBD binder | XBP1 UPR activ | UPR CHOP act | APJ agonist | TIM10 inh | NALP3 yeast inh | tim23-1 inh | tim10-1 inh
O=C(CN1CCN(c2ccccc2)CC1)Nc1ccc(-n2cnnn2)cc1 | 17.6 | 2.1 | -0.3 | -1.3 | -2.4 | 11.7 | 26.1 | 14.8 | 8.2
O=C(NCc1ccc(F)cc1)c1cnc(-c2ccccn2)nc1C(F)(F)F | -13.0 | -5.6 | -1.2 | -1.7 | 1.2 | 1.1 | 6.1 | 7.0 | 14.9
N=c1sccn1CC(=O)Nc1ccc2c(c1)CCC2 | 10.3 | -2.0 | 1.8 | -2.2 | -4.8 | 3.7 | 4.2 | 0.0 | 15.7
COc1ccc(N(CC(=O)NCc2ccc(Cl)cc2)S(=O)(=O)c2c(C)noc2C)cc1 | 24.1 | 2.8 | -3.2 | 1.0 | 1.3 | 9.3 | -3.2 | -1.8 | 7.2
COc1cc(S(=O)(=O)N2CCCCC2)ccc1NC(=O)Cc1ccccc1 | 6.8 | -2.7 | -0.1 | -0.4 | -3.7 | 1.7 | 9.9 | 12.6 | 12.7
Cc1ccc(C)c(OCCC(=O)OCC(=O)NC(=O)NC2CCCCC2)c1 | 19.1 | -24.4 | -0.1 | -1.1 | -0.2 | 6.8 | 13.3 | 13.0 | 7.6
CC(NC(=O)CCn1c(=S)[nH]c2ccsc2c1=O)c1ccccc1 (stereo not given) | 3.4 | -1.0 | 0.7 | -1.8 | -5.4 | 1.9 | 24.2 | 25.6 | 17.1
Cc1ccc(S(=O)(=O)N2C[C@@H]3[C@H]4CC[C@H](C4)[C@@H]3[C@@H](C)[C@@H]2c2ccco2)cc1 | 15.4 | 3.4 | 0.5 | 3.3 | / | -3.1 | / | 41.4 | 24.2
O=C(CSCc1c(Cl)cccc1Cl)NCc1ccccn1 | 16.1 | 0.7 | 1.9 | 2.3 | -0.5 | 20.9 | 3.0 | 12.4 | 26.1
